# MEKK3 PB1 HTS: modulators of MEKK3-MEK5 PB1 binding, primary screen, biochemical, wildtype MEKK3, multiplex bead flow cytometry, Alexa488-MEK5; actives 1.4% (n = 290,000); binding response (% of control), % at 10 µM; bead-based flow cytometry, Alexa488-MEK5 binding to MEKK3; actives lie on both sides; 0 = blocked by unlabeled MEK5, 100 = vehicle;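 active = binding response more than 3 SD above or below the average of its plate-row segment, actives on both sides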;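 also: Alexa488 bead fluorescence after subtracting the streptavidin-only scavenger bead signal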
# MEKK2 WT-MEK5: modulators of MEK5 binding to wildtype MEKK2, primary screen, biochemical, multiplex bead flow cytometry, Alexa488-MEK5; Mitogen-activated protein kinase kinase kinase 2 (Homo sapiens), Q9Y2U5; Alexa488-MEK5 binding to MEKK2 WT; actives lie on both sides; binding response (% of control), % at 10 µM; actives 1.1% (n = 290,000); AID 1531, 2009; in the data active = binding response below about 67% or above about 130%
# GPR7 antag: GPR7 receptor antagonists, primary screen, cell-based, fluorescence, single concentration. inhibition, % at 4.4 µM. actives 1.1% (n = 290,000). Neuropeptides B/W receptor type 1 (Homo sapiens), P48145. GPR7-expressing cells, fluorescence antagonist assay. AID 1861, 2009; in the data active = inhibition above about 16%, passing the limit was not always enough;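 also: cells stimulated with the agonist NPW; 0% = agonist with vehicle and 100% = vehicle without agonist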
# MEKK2 mut-MEK5: MEK5 binding signal on mutant MEKK2 PB1, primary screen, biochemical, multiplex bead flow cytometry, Alexa488-MEK5. Alexa488-MEK5 binding to MEKK2 mutant. percent response, % at 10 µM. actives 0.35% (n = 290,000). AID 1530, 2009; in the data active = percent response above about 24%, passing the limit was not always enough; also: inactives centre near 1; some results filed as inactive read as strong as hits; reference of the scale not given here
# OXTR ag: human OXTR agonists, primary screen, fluorescence, CHO-OTR cells, Fluo-8 calcium; Fluo-8 calcium fluorescence; normalized: DMSO 0%, oxytocin 100%; actives 0.32% (n = 320,000); Oxytocin receptor (Homo sapiens), P30559; activation, % at 3 µM;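 active = activation above the mean of all tested compounds plus 3 SD, cutoff set per screening run, cut at about 20% in these data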;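 also: peak over basal fluorescence ratio from a 100 s FLIPR kinetic read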
# Target sequence (P30559 whole entry, looked up): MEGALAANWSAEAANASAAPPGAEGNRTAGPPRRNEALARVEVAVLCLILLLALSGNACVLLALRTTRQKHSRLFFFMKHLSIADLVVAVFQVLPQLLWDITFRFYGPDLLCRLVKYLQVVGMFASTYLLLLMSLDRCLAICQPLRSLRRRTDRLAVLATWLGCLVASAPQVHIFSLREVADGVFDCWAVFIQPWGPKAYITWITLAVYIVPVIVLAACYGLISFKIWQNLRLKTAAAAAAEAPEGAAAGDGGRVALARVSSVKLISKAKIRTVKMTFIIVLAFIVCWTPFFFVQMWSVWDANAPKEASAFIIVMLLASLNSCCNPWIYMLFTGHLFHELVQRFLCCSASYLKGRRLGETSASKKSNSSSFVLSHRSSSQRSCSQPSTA
# NALP1 yeast inh: NALP1 inflammasome inhibitors in reconstituted yeast, colorimetric, S. cerevisiae, triplicate retest. S. cerevisiae NALP1/ASC/caspase-1 growth, X-gal OD620, 72 h. inhibition, % at 10 µM. actives 0.61% (n = 280,000); in the data active = inhibition mostly above about 24%, no sharp cut-off; inactive = mostly below about 32%; also: some compounds called inactive have numbers as strong as hits
# GalR3 antagonist: GalR3 antagonists in HEK293 cells, primary screen, cell-based, fluorescence readout. AID 651719, 2012. Galanin receptor type 3 (Homo sapiens), O60755. actives 0.44% (n = 360,000). inhibition, % at 3 µM. HEK293 GalR3-CNG cAMP membrane potential fluorescence; galR3 body fused to GalR1 C-terminus;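 active = inhibition above the screen-wide average plus 3 SD, cut at about 13% in these data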;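 also: forskolin and galanin both at EC90 stimulate the cells; cAMP rise reported by CNG channel membrane potential dye signal; 0% = forskolin plus galanin with DMSO and 100% = forskolin alone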
# V1R ag counter: agonists of human V1a receptor, primary screen, counter-screen for OXTR agonist project, fluorescence, CHO-V1R cells; Fluo-8 calcium fluorescence, agonist mode; 0% DMSO, 100% 3 nM vasopressin; Vasopressin V1a receptor (Homo sapiens), P37288; activation, % at 3 µM; AID 2797, 2010; actives 0.25% (n = 320,000);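 active = activation above the mean activation of all tested compounds plus 3 SD, per screening run, cut at about 20% in these data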;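 also: signal is peak over basal fluorescence ratio across a 100 second FLIPR read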
# Target sequence (P37288 whole entry, looked up): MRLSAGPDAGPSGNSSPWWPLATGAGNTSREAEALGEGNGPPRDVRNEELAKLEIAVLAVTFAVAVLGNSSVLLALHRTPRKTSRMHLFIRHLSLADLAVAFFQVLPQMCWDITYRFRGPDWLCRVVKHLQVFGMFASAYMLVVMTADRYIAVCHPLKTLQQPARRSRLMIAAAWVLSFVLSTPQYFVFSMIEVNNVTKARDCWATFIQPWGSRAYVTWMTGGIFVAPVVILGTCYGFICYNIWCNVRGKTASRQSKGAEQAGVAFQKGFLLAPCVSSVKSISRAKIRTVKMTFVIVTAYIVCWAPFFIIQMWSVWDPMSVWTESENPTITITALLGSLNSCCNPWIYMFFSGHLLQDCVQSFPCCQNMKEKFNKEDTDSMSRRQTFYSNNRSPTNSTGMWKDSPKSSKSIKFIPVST
# PHOSPHO1 inh: PubChem AID 1565; Phosphoethanolamine/phosphocholine phosphatase (Homo sapiens), Q8TCT1; recombinant PHOSPHO1, absorbance phosphatase assay; inhibition, % at 13.3 µM; actives 1.1% (n = 290,000); in the data active = inhibition above about 60%
# Numbers without * were called inactive; x = not tested or not shown. Not a hit list. About 5.4% of those tested had a hit in this group.
no.	molecule	MEKK3 PB1 HTS	MEKK2 WT-MEK5	GPR7 antag	MEKK2 mut-MEK5	OXTR ag
1	Cc1ccn2c(CN(C)CCn3nc(C)cc3C)c(C(=O)N3CCCCCC3)nc2c1	105	107	-22	3	-0.5
2	CC(=O)c1ccc(NS(=O)(=O)Cc2ccc(Cl)cc2)cc1	100	97	-4	-3	1.4
3	Cc1ccc(S(=O)(=O)N2CCOCC2)cc1NC(=O)CSc1n[nH]c(N)n1	x	x	-8	x	0.4
4	O=C(Oc1ccc(N(C(=O)c2ccncc2)S(=O)(=O)c2cccs2)cc1)c1ccncc1	99	96	-8	-5	0.4
5	Cc1nn(-c2ccccc2)c(Cl)c1C(=O)N(C)c1nc(-c2ccc(F)cc2)cs1	56	51	-13	-3	-0.4
6	COc1ccc(N(C)C(=O)C2CCN(S(=O)(=O)c3cccc4nonc34)CC2)c(OC)c1	96	95	4	-2	6.3
7	COC(=O)c1c(-n2c(C)cc(C=O)c2C)sc2c1CCCC2	98	89	-1	-4	-1.7
8	Cc1cccc(NC(=O)Cn2nc(-c3cccs3)ccc2=O)c1C	102	95	-12	1	0.3
9	CCOC(=O)CCc1c(C)n(CC)c2cc(-c3ccccc3OC)nn2c1=O	97	102	-1	8	-1.6
10	COc1cc2nc(C3CCC3)n(NC(=O)c3ccco3)c(=O)c2cc1OC	96	96	1	-5	0.5
11	COc1ccc(OCC(=O)Nc2ccc(N3CCN(Cc4ccccc4F)CC3)cc2)cc1	105	105	-8	7	0.7
12	CCCCCCC(C)n1[nH]c(=O)c2c(C)cc(=O)[nH]c21 (configuration not stated)	x	x	1	x	0.3
13	COc1ccc(N2CCN(c3ccnc4cc(Cl)ccc34)CC2)cc1	99	105	5	-1	-0.6
14	CCOC(=O)c1c(S(=O)(=O)NCC(=O)Nc2cc(C)ccn2)c(C)n(C)c1C	97	98	9	-4	-0.3
15	CCCCc1cc2c(s1)CCCC/C2=N/O	97	95	-3	-1	-2.1

no.	NALP1 yeast inh	GalR3 antagonist	V1R ag counter	PHOSPHO1 inh
1	0	-6	0.7	9
2	6	-6	1.0	20
3	0	-4	0.6	28
4	1	6	0.4	40
5	12	x	0.5	-12
6	8	-9	8.1	24
7	-5	-11	-1.1	-5
8	4	-8	1.1	30
9	3	1	-1.9	10
10	5	-6	-0.1	-1
11	9	-9	1.5	46
12	x	-4	0.6	44
13	-1	-6	3.6	7
14	28	-1	0.1	34
15	35	11	-0.8	2

# The listing continues.
no.	molecule	MEKK3 PB1 HTS	MEKK2 WT-MEK5	GPR7 antag	MEKK2 mut-MEK5	OXTR ag
16	COc1ccc(NC(=O)C2C(=O)N(C)C3(C)CC2c2ccccc2O3)cc1 (configuration not stated)	99	98	1	-4	-1.6
17	CCN1CCN(C(=S)Nc2ccc3nc4n(c(=O)c3c2)CCCCC4)CC1	106	108	-10	6	-0.2
18	Cn1cc(CCNC(=O)CC2C(=O)NCCN2CC(c2ccccc2)c2ccccc2)cn1 (configuration not stated)	105	115	-2	2	-0.3
19	CN1CCc2nc(SCc3ccc(C(C)(C)C)cc3)c(C#N)cc2C1	110	142*	-7	17	-1.9
20	CCOCCn1c(SC)nc2c1c(=O)[nH]c(=O)n2C	101	101	-9	5	1.6
21	COc1cccc(CN2CCCC(C(=O)N3CCCCC3)C2)c1OC (configuration not stated)	106	109	10	4	-0.6
22	Cc1ccc(S(=O)(=O)/N=C(/c2ccc(F)cc2)N2CCOCC2)cc1	102	103	-18	0	0.4
23	COC(=O)c1cccc(N2C(=O)C3CC=CCC3C2=O)c1 (configuration not stated)	105	99	-3	3	-0.7
24	CCOc1ccc(CCn2c(-c3ccco3)nc3ccccc3c2=O)cc1OCC	100	101	-11	-1	-1.1
25	CC1(C)CCCN(C(=O)N2c3ccccc3Sc3ccccc32)C1	117	108	-17	3	-1.9
26	N#Cc1cc(N)c(Nc2ccccc2)cc1C#N	105	101	-4	2	3.7
27	Cc1cccc(CN2CCC(N3CC(C)OC(C)C3)CC2)c1 (configuration not stated)	105	104	3	1	1.1
28	C/C(=N\NC1=N[C@H]2CS(=O)(=O)C[C@H]2S1)c1ccccc1	92	95	-12	-20	1.0
29	Cc1ccccc1OCC(=O)OCC(=O)NCc1cccs1	98	97	-1	0	-1.2
30	COc1ccc(OC)c(NC(=O)CCNC(=O)Cn2cnc3ccccc3c2=O)c1	61	65	-11	-24	-0.5

no.	NALP1 yeast inh	GalR3 antagonist	V1R ag counter	PHOSPHO1 inh
16	-14	0	0.0	16
17	8	1	0.0	9
18	x	-7	-0.5	17
19	-46	0	-1.0	-125
20	-7	0	0.6	48
21	-2	-4	-0.2	18
22	4	-1	-0.1	38
23	4	-5	-0.7	17
24	0	-4	-1.6	18
25	-3	5	-0.9	41
26	4	-4	4.2	16
27	27	-8	1.5	34
28	x	-4	0.3	18
29	28	-3	-0.3	3
30	-9	-6	-0.7	24

# Complete entries as entered above. Order of values: MEKK3 PB1 HTS	MEKK2 WT-MEK5	GPR7 antag	MEKK2 mut-MEK5	OXTR ag	NALP1 yeast inh	GalR3 antagonist	V1R ag counter	PHOSPHO1 inh
# Profile of `CN1CCc2nc(SCc3ccc(C(C)(C)C)cc3)c(C#N)cc2C1` → 110	142*	-7	17	-1.9	-46	0	-1.0	-125
# Profile of `CC1(C)CCCN(C(=O)N2c3ccccc3Sc3ccccc32)C1` → 117	108	-17	3	-1.9	-3	5	-0.9	41
# Profile of `Cc1cccc(CN2CCC(N3CC(C)OC(C)C3)CC2)c1` (configuration not stated) → 105	104	3	1	1.1	27	-8	1.5	34
# Profile of `Cc1ccccc1OCC(=O)OCC(=O)NCc1cccs1` → 98	97	-1	0	-1.2	28	-3	-0.3	3
# Profile of `COC(=O)c1cccc(N2C(=O)C3CC=CCC3C2=O)c1` (configuration not stated) → 105	99	-3	3	-0.7	4	-5	-0.7	17

# (listing goes on)
no.	molecule	MEKK3 PB1 HTS	MEKK2 WT-MEK5	GPR7 antag	MEKK2 mut-MEK5	OXTR ag
31	N#Cc1c(-c2ccccc2)ccnc1N1CCOCC1	103	101	-6	1	-0.7
32	Cn1c(N2CCCCC2)nc2c1c(=O)n(Cc1cccc(Br)c1)c(=O)n2C	98	100	12	-1	x
33	O=C1[C@@H]2[C@H](C(=O)N1Cc1ccco1)[C@H]1C=C[C@@H]2C1	88	94	-12	-4	0.2
34	CCCCS(=O)(=O)N1CCC(C(=O)Oc2ccccc2OC)CC1	106	109	-10	4	2.5
35	Cc1ccc(-c2nnc3ccc(SCC(=O)Nc4cc(C)on4)nn23)cc1	104	104	-11	5	0.0
36	Cc1ccc(C(=O)NC(=S)NCc2cccnc2)c(C)c1	104	101	-1	1	2.5
37	O=C(CCCn1c(SCC(=O)NCC2CCCO2)nc2ccccc2c1=O)NCc1ccccc1 (configuration not stated)	94	90	9	-5	-0.5
38	O=C(OCC(=O)c1ccc(Cl)s1)c1ccccn1	117	105	-8	2	-0.4
39	Cc1cc(Cl)ccc1OCCCC(=O)N1CCN(C(=O)c2ccco2)CC1	104	101	-5	-5	1.8
40	O=C(COC(=O)c1ccc([N+](=O)[O-])o1)Nc1cccc2ccccc12	110	103	-7	-3	0.6
41	CCCC(=O)Nc1nnc(-c2cccc(OCC)c2)s1	103	109	-5	3	-1.7
42	Cc1cccc2nc3c(nc12)-c1ccccc1C3=O	94	92	-6	-17	-0.9
43	CCc1nc(N)c(C#N)c(-c2ccccc2OC)c1C	103	104	2	5	1.3
44	CC1CC(C)CN(c2cc3c(cc2[N+](=O)[O-])C(=O)N(c2ccccc2)C3=O)C1 (configuration not stated)	96	96	-3	-2	0.1
45	COC(=O)C1C(c2ccc(OC)cc2)Nc2nnc(C(F)(F)F)n2C1(C)O (configuration not stated)	97	92	-2	-4	-0.2
46	O=C(O)C1(c2ccccc2)CCN(S(=O)(=O)c2ccccc2)CC1	103	108	0	7	0.9
47	Cc1ccc(S(=O)(=O)NCC(=O)Nc2ccc3c(c2)OCO3)cc1	100	98	1	-4	0.9
48	CC(C)(C)c1ccc(-c2ncccc2O)cc1	94	89	1	-9	0.6

no.	NALP1 yeast inh	GalR3 antagonist	V1R ag counter	PHOSPHO1 inh
31	10	-2	-0.1	4
32	4	x	x	16
33	16	-6	0.1	8
34	9	-9	2.5	39
35	-7	-5	0.4	14
36	-2	0	2.8	32
37	-14	-2	-0.2	17
38	21	-3	0.9	-14
39	8	5	1.5	-36
40	24	-5	0.7	48
41	9	-3	0.1	-45
42	x	-2	-1.5	5
43	21	2	3.3	-12
44	36	-3	0.3	3
45	-22	0	-0.9	-123
46	15	-10	0.5	46
47	5	-8	2.6	-16
48	-11	-3	19	32

# Screening data as filed in PubChem.
